Screening results: PubChem, several laboratories
M5 antag: CHRM5 antagonism in calcium assay; AID 624040; CHO-hM5 cells, Fluo-8 calcium fluorescence, ACh EC80; actives 0.59% (n = 360,000); inhibition, % at 3 µM;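 active = inhibition above a per-plate cutoff, the mean of that plate's test compounds plus 3 SD, cut at about 27% in these data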;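 note: 0% = acetylcholine EC80 with DMSO and 100% = DMSO without agonist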
Target sequence (P08912 whole entry, looked up): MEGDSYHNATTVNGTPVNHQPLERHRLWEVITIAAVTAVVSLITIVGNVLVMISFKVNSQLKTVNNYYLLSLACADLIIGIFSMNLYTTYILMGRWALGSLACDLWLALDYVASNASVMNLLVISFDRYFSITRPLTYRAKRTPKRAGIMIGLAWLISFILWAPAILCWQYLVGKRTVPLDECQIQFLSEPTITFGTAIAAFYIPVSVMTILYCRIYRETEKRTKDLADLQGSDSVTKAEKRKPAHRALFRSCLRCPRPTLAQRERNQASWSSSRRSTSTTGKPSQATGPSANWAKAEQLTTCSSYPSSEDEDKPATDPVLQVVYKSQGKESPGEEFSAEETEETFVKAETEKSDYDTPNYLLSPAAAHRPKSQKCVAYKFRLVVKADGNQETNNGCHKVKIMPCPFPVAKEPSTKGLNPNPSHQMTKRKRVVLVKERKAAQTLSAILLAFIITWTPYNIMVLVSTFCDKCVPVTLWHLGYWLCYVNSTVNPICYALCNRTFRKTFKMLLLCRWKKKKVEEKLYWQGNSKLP
CRFR2-BP ag: agonists of human CRF-binding protein/CRF-R2 receptor complex. activation, % at 13.2 µM. AID 588473. HEK293 CRF-R2/CRF-BP, calcium dye fluorescence (FLIPR); percent of saturating CRF peptide response. actives 0.46% (n = 350,000);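 active = activation of at least 50%, plus an integration ratio under a set limit after plate pattern correction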;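 note: plate controls were neutral control wells without compound for no effect and CRF at EC100 for full effect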
CHRM1 PAM: potentiates human M1 receptor response to acetylcholine | AID 588819 | CHO-K1 hM1, Fluo-8 calcium fluorescence, ACh EC20; 0% = ACh EC20, 100% = maximal ACh | P11229 | activation, % at 3 µM | actives 0.088% (n = 360,000); in the data active = activation above about 19%, passing the limit was not always enough
M4 PAM: potentiates acetylcholine response at human M4 receptor | P08173 | CHO-K1 hM4/Gqi5, Fluo-8 calcium fluorescence, ACh EC20; 0% = ACh EC20, 100% = maximal ACh | activation, % at 3 µM | actives 0.4% (n = 360,000);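 active = activation above its plate's cutoff, the mean activation of sample wells plus 3 SD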; note: some results filed as inactive read as strong as hits
Target sequence (P08173 whole entry, looked up): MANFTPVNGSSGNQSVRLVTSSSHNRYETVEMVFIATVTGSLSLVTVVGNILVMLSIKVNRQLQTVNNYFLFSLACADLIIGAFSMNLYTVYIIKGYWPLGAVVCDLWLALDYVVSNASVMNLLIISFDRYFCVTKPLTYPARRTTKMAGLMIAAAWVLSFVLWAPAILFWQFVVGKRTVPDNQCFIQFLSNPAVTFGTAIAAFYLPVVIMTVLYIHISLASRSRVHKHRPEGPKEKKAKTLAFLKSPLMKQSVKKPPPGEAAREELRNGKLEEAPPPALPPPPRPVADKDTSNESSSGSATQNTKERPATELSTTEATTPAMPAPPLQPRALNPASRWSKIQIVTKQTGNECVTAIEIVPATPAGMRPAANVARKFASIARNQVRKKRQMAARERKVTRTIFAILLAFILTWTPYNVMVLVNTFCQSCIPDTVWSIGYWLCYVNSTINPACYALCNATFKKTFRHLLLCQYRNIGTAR
CRFR2-BP antag: CRF-BP/CRF-R2 complex antagonism; inhibition, % at 11.8 µM; HEK293 CRF-R2/CRF-BP, CRF-induced calcium fluorescence; AID 588475; actives 0.59% (n = 350,000);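 active = inhibition of the ligand-induced calcium signal above about 50% at the single tested concentration, limit read from the data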
M4 ag: CHRM4 agonism in calcium assay | P08173 | CHO-K1 hM4/Gqi5, Fluo-8 calcium fluorescence; vehicle 0%, full acetylcholine response 100% | activation, % at 3 µM | actives 0.14% (n = 360,000) | AID 624127;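 active = activation above the run mean over all test wells plus 3 SD, cut at about 32% in these data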;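 note: peak over basal fluorescence ratio per well then scaled between controls; 0% = DMSO wells and 100% = acetylcholine at EC100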
M5 ag: CHRM5 agonism in calcium assay; actives 0.19% (n = 360,000); CHO-K1 hM5 cells, Fluo-8 calcium fluorescence; 0% DMSO wells, 100% maximal acetylcholine response; P08912; activation, % at 3 µM;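 active = activation above the run's mean over test compounds plus 3 SD, cut at about 23% in these data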;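 note: signal is peak over basal fluorescence ratio across the kinetic read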
M5 PAM: positive allosteric modulators of human muscarinic M5 receptor. CHO-K1 hM5, Fluo-8 calcium, ACh EC20 PAM; 0% = ACh EC20, 100% = ACh EC100. activation, % at 3 µM. actives 0.3% (n = 360,000);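 active = activation above the run cutoff, the mean activation of all test compounds plus 3 SD, cut at about 18% in these data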
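System: CHO-K1 hM5 cells. Reagent: acetylcholine, EC20 level. Compound dosing: single dose, 3 µM nominal final test concentration. Timing: Post-acetylcholine fluorescence recording 140 s. Detection: Fluo-8 calcium fluorescence. Read-out: % activation, ACh-normalized. Benchmarks: ACh EC20 and EC100 wells. Repeats: singlicate, one well per test compound.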
M4 antag: blocks acetylcholine activation of human M4 receptor; P08173; CHO-hM4 cells, ACh EC80, Fluo-8 calcium fluorescence; inhibition, % at 3 µM; actives 0.73% (n = 360,000);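 active = inhibition above its plate's cutoff, the mean inhibition of sample wells plus 3 SD, cut at about 27% in these data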;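 note: 0% = acetylcholine EC80 with DMSO and 100% = DMSO without agonist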
* hit, by the source's call; . = not tested or not shown.

SMILES	M5 antag	CRFR2-BP ag	CHRM1 PAM	M4 PAM	CRFR2-BP antag	M4 ag	M5 ag	M5 PAM	M4 antag
O=C(Nc1ccc(N2CCN(C(=O)c3cccs3)CC2)cc1)c1ccccc1F	22	0.7	0	-7	-2	6	0	-7	11
CCCCOCCCNC(=O)C[C@@H]1C[C@@]2(C(=O)OCC)CCCC=C2N(Cc2ccc(Cl)cc2Cl)C1=O	-3	.	.	3	.	0	-2	3	0
N/C(=N\OC(=O)c1ccc2c(c1)OCO2)c1ccc(Br)cc1	8	3.4	8	2	-7	2	-5	-7	-22
CC(=O)n1nc(-c2cccnc2)nc1NCc1cccs1	8	-1.4	1	4	9	1	-2	-2	-9
Cc1cccc(C)c1Nc1nnc(SCC(=O)NCc2cccs2)s1	-6	1.1	9	1	6	4	-2	-2	-1
Cc1ccc(S(=O)(=O)NNC(=O)c2sc3nc(C)cc(C)c3c2-n2cccc2)cc1	-1	0.5	-1	18	12	1	-1	-8	-13
CSC1=NSC2=NC(=O)/C(=C\c3ccc(OC(=O)c4ccco4)cc3)C(=N)N12	-1	4.2	4	3	4	1	0	5	7
c1ccc2nc(-c3ccc(N4CCOCC4)cc3)ccc2c1	-6	3.0	4	7	2	3	0	1	-1
CC(C)c1ccc(NC2CCCN(C(=O)CCn3cnnn3)C2)cc1 (configuration not stated)	-4	-0.5	15	11	2	1	-2	7	-3
CCn1c(O)c(C=Nc2ccccc2)n(-c2ccccc2)c1=S	-4	-2.1	8	7	-16	1	0	3	-2
CCC(C)(C)C(=O)Nc1nnc(CCc2ccccc2)s1	5	-1.0	11	1	-58	-1	-3	6	-3
O=C1c2ccsc2SCCN1Cc1c(F)cccc1Cl	5	-0.6	7	-4	21	0	-4	-4	-8
CCC(C)n1c(-c2cccc(S(=O)(=O)N(CC)CC)c2)n[nH]c1=S (configuration not stated)	0	-0.5	8	2	9	2	-4	-6	-6
CN(CCOc1ccc(Cl)cc1)C(=O)C1=CC=CN2CCS(=O)(=O)N=C12	8	-0.4	-2	5	8	2	1	6	9
Cc1nnc(SCC(=O)Nc2ccc(-c3nc4ccccc4s3)cc2)s1	8	1.3	4	1	-23	2	1	0	5
O=C(CCN1CCOCC1)c1ccccc1	-1	5.2	4	11	-40	-1	1	-6	3
O=C(Nc1nc(-c2ccccc2)cs1)C1CCCN(S(=O)(=O)c2ccccc2)C1 (configuration not stated)	10	-0.1	-16	-9	16	16	2	-18	19
COCCn1c(SCC(=O)Nc2ccc3c(c2)CCC3)nc2ccccc2c1=O	-1	-1.3	5	-1	-1	0	5	7	3
COc1cccc(C(=O)NNS(=O)(=O)c2ccc(C)cc2)c1	6	-1.1	4	-6	2	0	-3	8	-5
Cc1cc(Br)ccc1NC(=O)CN1CCN(c2ccccn2)CC1	2	-0.2	3	1	-2	1	-5	0	7
O=C(N/N=C\c1cn[nH]c1-c1ccccc1)c1cccnc1	-1	1.6	4	-2	20	2	0	1	-4
CCOC(=O)/C=C/c1nc(C(=O)OCC)c(C)c(=O)[nH]1	-1	-0.1	10	5	6	0	1	2	-1
Cc1ccc(N(CCCCN2C(=O)c3ccccc3C2=O)C(=O)c2cccs2)cc1	3	5.0	-1	-4	-6	3	-8	-24	-4
CC(C)(C)C1CCC(=NOC(=O)c2ccc(F)cc2)CC1 (configuration not stated)	10	3.3	8	-1	0	0	-5	-3	1
NCCCC[C@@H](C(=O)N1CCNCC1)n1cc(CN)nn1	11	-1.1	-5	5	6	0	3	-1	3
Cc1cc(Nc2ccccc2)n(-c2ccc(Br)cc2)n1	2	-0.4	-5	-3	4	-3	-3	-1	2
Nc1ccc(N2C(=O)c3ccccc3C2=O)c(Cl)c1	1	-1.4	3	-3	15	1	0	-3	4
CCOc1ccc(-c2csc(/C(C#N)=C\c3ccc(O)c([N+](=O)[O-])c3)n2)cc1	-1	-0.1	9	-11	35	0	-1	1	15
CN(C)CCCNC(=O)C(=O)Nc1cc2c3c(c1)CC(=O)N3CCC2	10	3.1	1	-1	-1	0	-3	-5	-2
O=C(CCc1ccccc1)NNC(=O)c1cc(Cl)ccc1O	6	-0.8	1	-5	-16	0	1	-3	3
CCN1C[C@@H]2[C@@H]3C(=O)N(C)C(=O)[C@@H]3[C@](C)(C1=O)N2C(=O)c1ccc(Br)cc1	9	-0.2	-1	8	-4	1	-1	12	3
Cc1cc2nsnc2c(S(=O)(=O)NCC(=O)O)c1C	5	1.8	1	14	10	1	0	-6	-8
CN(c1ccccc1)c1nc(N)c([N+](=O)[O-])c(N2CCCCC2)n1	4	-2.1	0	-24	-7	-1	-3	-3	-17
COc1ccccc1C(=O)Nc1sc2c(c1C#N)CCC2	-1	5.5	0	-5	-4	0	2	8	3
CCOc1ccc(NC(=O)c2cc(S(=O)(=O)N3CCCCC3)c[nH]2)cc1	3	-3.3	-9	-8	7	7	7	-10	3
CCCCC(=O)Nc1ccc(C(=O)N2CCC(C(=O)OCC)CC2)cc1	4	-0.4	12	9	21	-1	-4	-1	-2
CCC1(c2ccc(F)cc2)NC(=O)N(CC(=O)N2CC(=O)Nc3ccccc32)C1=O (configuration not stated)	-5	-0.8	8	9	18	0	1	6	-3
Cc1sc2ncnc(Sc3ccccc3C(=O)Nc3ccccc3Cl)c2c1C	4	6.4	4	7	32	0	-4	-4	-5
O=C(CCC(=O)N(CC(=O)NC1CCCCC1)Cc1ccccc1)Nc1ccccn1	-3	-1.0	7	3	-6	1	1	0	-5
ClCc1nc2ccccc2n1Cc1ccccc1	13	-0.1	-1	4	0	1	-10	-2	0

Some of the entries so far, in markdown:
| SMILES | M5 antag | CRFR2-BP ag | CHRM1 PAM | M4 PAM | CRFR2-BP antag | M4 ag | M5 ag | M5 PAM | M4 antag |
| --- | --- | --- | --- | --- | --- | --- | --- | --- | --- |
| O=C(N/N=C\c1cn[nH]c1-c1ccccc1)c1cccnc1 | -1 | 1.6 | 4 | -2 | 20 | 2 | 0 | 1 | -4 |
| CCOC(=O)/C=C/c1nc(C(=O)OCC)c(C)c(=O)[nH]1 | -1 | -0.1 | 10 | 5 | 6 | 0 | 1 | 2 | -1 |

Next section.
SMILES	M5 antag	CRFR2-BP ag	CHRM1 PAM	M4 PAM	CRFR2-BP antag	M4 ag	M5 ag	M5 PAM	M4 antag
CC1CN(C(=O)CCC(=O)N2CCCCC2)c2cc(Cl)ccc2O1 (configuration not stated)	2	2.0	5	7	4	2	-6	0	3
COc1ccc(C(=O)Nc2ccccc2NC(=O)c2ccc(OC)cc2)cc1	2	-5.0	3	-25	-7	1	0	-10	2
COc1ccc2[nH]c3c(c2c1)CCN1C(=O)N([C@@H](C)C(=O)NCc2ccccc2)C(=O)[C@]31C	-3	0.0	-4	-3	7	4	4	2	-3
O=C(CN1C(=O)c2cccnc2Oc2ccc(Cl)cc21)NCCC1=CCCCC1	-3	1.4	4	-3	0	0	-2	-5	9
C=CCN(CC=C)S(=O)(=O)c1ccc2nc(NC(=O)C(C)C)sc2c1	2	14	-6	-16	-21	6	1	-7	-5
O=C(Nc1ccc(N2CCN(C(=O)c3ccc(Cl)cc3)CC2)cc1)c1cc2ccccc2o1	6	-2.8	-6	0	4	3	1	-8	10
CN(C)C(=O)c1c(C(F)(F)F)nn(C)c1Cl	-9	-1.5	9	-5	-3	0	4	14	2
O=C(Nc1nnc(C2CC2)o1)c1ccc(S(=O)(=O)N2CCCCC2)cc1	-12	-0.6	7	8	5	1	1	9	-11
Cc1cnc(C(=O)Nc2ccc(N3CCN(C(=O)OC(C)(C)C)CC3)cc2)cn1	1	1.2	3	-1	2	2	0	-5	0
Cc1nn(CC(=O)NNC(=O)c2ccccc2F)c([N+](=O)[O-])c1Br	-2	4.6	7	0	16	0	0	4	-5
O=C(CNC(=O)c1ccc(Cl)cc1)NNc1c(F)c(F)cc(F)c1F	12	0.3	-3	-3	5	0	-3	3	-8
O=C(NCC1CCCO1)C(c1cccs1)N(Cc1ccccc1)C(=O)c1ccc(-c2ccccc2)[nH]1 (configuration not stated)	14	0.3	-4	-7	-5	5	1	-13	-5
Clc1ccc(-c2nc3ccc(Br)cn3c2Cc2cccc(Cl)c2)cc1	-1	.	-5	-7	.	-1	-4	0	-2
N#Cc1ccsc1NC(=O)CSc1ncnc2ccccc12	-6	-1.6	1	0	-2	4	0	5	1
COc1ccc(CCC(=O)Nc2ccc(Cl)c(S(=O)(=O)N3CCOCC3)c2)cc1OC	1	-1.1	-13	0	4	18	5	-13	-6
Cc1ccn2c(NC3CCCCC3)c(-c3ccc(SC4CCCCC4)cc3)nc2c1	6	.	.	-1	.	0	4	-7	-6
Cc1onc(-c2ccccc2Cl)c1C(=O)O/N=C(\N)c1cccc([N+](=O)[O-])c1	9	-1.3	-4	-4	-4	3	-1	-9	-7
CCc1nc2ccc(C(=O)Nc3cccc(OCC(=O)N(C)C)c3)cn2c1N(CCC(C)C)CCN(C)C	-7	.	5	4	.	2	-1	5	-13
Cc1cc(C)c(NC(=O)CCCCCNC2CCCCC2)c(C)c1	2	0.6	1	4	-3	1	-6	0	-4
COc1cc(-c2n[nH]c(=S)n2Cc2ccccc2)cc(OC)c1OC	8	-1.5	5	8	4	2	-1	-2	-4

An excerpt from above in order of count of non-hydrogen atoms, descending.
SMILES	M5 antag	CRFR2-BP ag	CHRM1 PAM	M4 PAM	CRFR2-BP antag	M4 ag	M5 ag	M5 PAM	M4 antag
CCc1nc2ccc(C(=O)Nc3cccc(OCC(=O)N(C)C)c3)cn2c1N(CCC(C)C)CCN(C)C	-7	.	5	4	.	2	-1	5	-13
O=C(NCC1CCCO1)C(c1cccs1)N(Cc1ccccc1)C(=O)c1ccc(-c2ccccc2)[nH]1 (configuration not stated)	14	0.3	-4	-7	-5	5	1	-13	-5
COc1ccc2[nH]c3c(c2c1)CCN1C(=O)N([C@@H](C)C(=O)NCc2ccccc2)C(=O)[C@]31C	-3	0.0	-4	-3	7	4	4	2	-3
COc1ccc(CCC(=O)Nc2ccc(Cl)c(S(=O)(=O)N3CCOCC3)c2)cc1OC	1	-1.1	-13	0	4	18	5	-13	-6
Cc1ccn2c(NC3CCCCC3)c(-c3ccc(SC4CCCCC4)cc3)nc2c1	6	.	.	-1	.	0	4	-7	-6
O=C(CN1C(=O)c2cccnc2Oc2ccc(Cl)cc21)NCCC1=CCCCC1	-3	1.4	4	-3	0	0	-2	-5	9
COc1ccc(C(=O)Nc2ccccc2NC(=O)c2ccc(OC)cc2)cc1	2	-5.0	3	-25	-7	1	0	-10	2
O=C(Nc1nnc(C2CC2)o1)c1ccc(S(=O)(=O)N2CCCCC2)cc1	-12	-0.6	7	8	5	1	1	9	-11
Clc1ccc(-c2nc3ccc(Br)cn3c2Cc2cccc(Cl)c2)cc1	-1	.	-5	-7	.	-1	-4	0	-2
Cc1nn(CC(=O)NNC(=O)c2ccccc2F)c([N+](=O)[O-])c1Br	-2	4.6	7	0	16	0	0	4	-5
N#Cc1ccsc1NC(=O)CSc1ncnc2ccccc12	-6	-1.6	1	0	-2	4	0	5	1
CN(C)C(=O)c1c(C(F)(F)F)nn(C)c1Cl	-9	-1.5	9	-5	-3	0	4	14	2
